Screens as filed in PubChem.
MBD2 DNA inh: MBD2-methylated oligo binding inhibition; inhibition, % at 4.4 µM; TR-FRET, MBD2 binding to methylated oligonucleotide; hit rate 0.31% among 370,000; AID 686964; Q9UBB5; in the data active means inhibition above about 13%
NPR2 activator: GC-B (human) receptor activation; P20594; HEK293-GC-B cells, CNP EC30, cGMP TR-FRET; 0% at EC30 CNP, 100% saturating CNP; activation, % at 10 µM; hit rate 0.11% among 370,000; AID 1920062;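 active means activation at 10 µM reaching about 35% in either raw or pattern-adjusted values, limit read from the data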
rCAG RNA binder: molecules binding r(CAG) RNA repeats; inhibition, % at 3 µM; r(CAG) RNA repeat, TO-PRO-1 dye displacement fluorescence; hit rate 1.3% among 370,000; AID 651821;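 active means inhibition above the plate cutoff, the mean of all test compounds on that plate plus 3 SD, cut at about 35% in these data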;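 further: 0% = DMSO alone and 100% = 100 µM mitoxantrone as full dye displacement; higher means more dye released from RNA so lower well fluorescence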
SIAE primary: inhibitors of human sialic acid acetylesterase SIAE | hit rate 0.69% among 370,000 | AID 1053197 | SIAE FP-Rh probe binding, fluorescence polarization | inhibition, % at 9.66 µM;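 active means inhibition above a cutoff: mean of compounds within the control limits plus 3 SD of those, cut at about 17% in these data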;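 further: 0% = plate median of compound wells and 100% = probe without SIAE protein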
HTRA1 inhibitor: HTRA1 (human) protease inhibition | inhibition, % at 5.96 µM | Q92743 | hit rate 0.5% among 340,000 | recombinant HTRA1, FP-rhodamine activity-based probe, fluorescence polarization; in the data active means inhibition above about 36%;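 further: 0% = enzyme with DMSO and 100% = wells lacking enzyme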
GC-A act: GC-A (human) enzyme activation | HEK293 GC-A cells, cGMP TR-FRET, EC30 ANP; 0% at EC30 ANP, 100% saturating ANP | P16066 | activation, % at 10 µM | hit rate 0.14% among 370,000; in the data active means activation above about 40%
PRMT1 inh: PRMT1 (human) inhibition, primary screen | Q99873 | recombinant PRMT1, activity-based probe fluorescence polarization | inhibition, % at 2.79 µM | hit rate 1.3% among 370,000 | AID 652257;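 active means inhibition above about 21% made by adding two undisclosed values, limit read from the data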
UHRF1 MBD2 ctr: blocks human UHRF1 binding to methylated DNA | hit rate 0.75% among 370,000 | AID 687016 | inhibition, % at 4.4 µM | Q96T88 | UHRF1 binding to methylated oligo, TR-FRET; in the data active means inhibition above about 21%;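 further: UHRF1 SRA domain binding a hemimethylated CpG hairpin DNA probe; 0% = median of test compound wells and 100% = reference inhibitor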
Target sequence (Q96T88 whole entry, looked up, the tested form may be a part): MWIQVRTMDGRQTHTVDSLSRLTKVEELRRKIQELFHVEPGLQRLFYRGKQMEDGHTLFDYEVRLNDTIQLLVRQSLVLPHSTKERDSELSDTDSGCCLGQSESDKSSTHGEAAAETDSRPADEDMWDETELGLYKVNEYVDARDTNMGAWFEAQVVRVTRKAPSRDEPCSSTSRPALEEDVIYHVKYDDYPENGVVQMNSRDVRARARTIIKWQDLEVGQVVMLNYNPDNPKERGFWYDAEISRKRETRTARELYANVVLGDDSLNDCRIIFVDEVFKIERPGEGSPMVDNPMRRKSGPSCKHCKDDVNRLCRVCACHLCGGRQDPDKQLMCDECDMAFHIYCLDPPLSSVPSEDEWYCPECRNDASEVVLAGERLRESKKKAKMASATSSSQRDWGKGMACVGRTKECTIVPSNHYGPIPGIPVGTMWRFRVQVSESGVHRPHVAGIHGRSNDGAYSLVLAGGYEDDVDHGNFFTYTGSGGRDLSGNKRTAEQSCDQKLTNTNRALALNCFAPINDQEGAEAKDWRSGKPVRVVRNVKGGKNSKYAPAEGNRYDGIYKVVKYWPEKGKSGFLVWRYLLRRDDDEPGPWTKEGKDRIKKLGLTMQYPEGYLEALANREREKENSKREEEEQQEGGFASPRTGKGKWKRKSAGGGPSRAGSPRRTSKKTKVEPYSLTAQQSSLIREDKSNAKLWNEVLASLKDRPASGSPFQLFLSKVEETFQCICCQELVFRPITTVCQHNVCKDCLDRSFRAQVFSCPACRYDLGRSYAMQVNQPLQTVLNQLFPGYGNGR
TCR CD3 inh: blocks the human TCR-CD3 interaction. inhibition, % at 9.4 µM. hit rate 0.37% among 360,000. AID 651800. TAMRA-labeled TCR probe fluorescence, biochemical; in the data active means inhibition above about 19%;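 further: recombinant mutant TCR 2C K166C tagged with TAMRA read by polarization; 0% = receptor in buffer alone and 100% = receptor with positive control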
ABHD4 inh: inhibits mouse alpha/beta hydrolase domain 4 | hit rate 0.54% among 370,000 | purified mABHD4, FP-Rh probe fluorescence polarization | Q8VD66 | inhibition, % at 8.92 µM;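 active means inhibition exceeding the mean over every tested compound plus 3 SD, cut at about 30% in these data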;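 further: 0% = plate median of compound wells and 100% = S159A mutant with DMSO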
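Test system: mABHD4 protein; Read-out basis: % inhibition; Incubation: 45 min + 60 min at 25 °C; Repeats: single replicate; Technique: fluorescence polarization with parallel and perpendicular emission, 525/598 nm; Compound: 8.92 µM, single dose; Benchmarks: full inhibition S159A mutant plus DMSO, zero as sample-well median.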
Active calls of the source: *; / = no result given. The list is partial; rates above refer to the full screens.

SMILES	MBD2 DNA inh	NPR2 activator	rCAG RNA binder	SIAE primary	HTRA1 inhibitor	GC-A act	PRMT1 inh	UHRF1 MBD2 ctr	TCR CD3 inh	ABHD4 inh
CCOC(=O)C1=C(C(=O)OCC)C2N(Cc3ccc(Br)cc3)c3ccccc3[C@@]23C[C@@H](C(=O)OC)N(S(=O)(=O)c2ccc(C(F)(F)F)cc2)C3=N1 (stereo partly specified)	-4	10	13	-6	/	6	-5	5	-6	-13
CC(=O)Nc1ccc(S(=O)(=O)N2CCN(S(=O)(=O)N3CCCCC3)CC2)cc1	1	2	3	-11	6	2	-2	2	3	-9
O=C(CSCC(=O)N1CCOCC1)Nc1nc(-c2ccccc2)cs1	3	-2	1	-3	5	22	-4	1	-3	-1
COCCN(CCOc1cc(C)cc(C)c1)Cc1ccc(Cl)cc1	0	-11	-4	-3	-5	-8	-2	5	0	6
CC(Sc1nc2ccccc2c(=O)[nH]1)C(=O)O (stereo unspecified)	3	5	4	6	2	1	1	1	-3	1
Cc1ccc(C)c(S(=O)(=O)N2CCN(C(=O)c3ccnn3C)CC2)c1	1	-2	-6	-4	2	2	0	1	-4	2
CN(CC(=O)Nc1ccccc1N1CCOCC1)S(=O)(=O)c1ccc(Cl)cc1	1	-3	-5	2	-1	-4	1	-2	0	-2
COCCN1C[C@@H](CO)O[C@@H](n2cnc3c(N4CCN(c5ccccc5)CC4)ncnc32)C1	-5	-3	-1	5	/	-5	-3	1	1	-7
CCOC(=O)n1c(=O)n(Cc2ccccc2C)c2ccccc21	4	5	-9	-2	-1	0	-2	1	-6	0
CCCCC(=O)Nc1ccc(C(=O)NNC(=O)c2ccco2)cc1	4	5	-1	-6	1	0	1	0	-5	6
CSc1snnc1-c1ccccc1	1	-4	-2	5	1	1	-5	-4	1	-2
O=C(NNC(=S)NCC1CCCO1)c1ccc(S(=O)(=O)N2CCOCC2)cc1 (stereo unspecified)	2	-2	2	8	3	7	0	2	-5	5
CC1CCN(c2nc3ccc(C(=O)N4CCN(Cc5ccccc5)CC4)cc3s2)CC1	0	-5	1	-6	-19	5	0	2	-3	5
Cc1ccccc1Nc1ncnc(N)n1	-2	0	0	-1	6	1	0	0	2	-1
Cc1csc(SCC(=O)N(C)CC(=O)Nc2ccccc2Cl)n1	2	-1	-3	-6	0	3	-4	3	-2	-1
CN(C)CCNc1ncnc2c1ncn2[C@H]1CN(Cc2ccc(Cl)cc2)C[C@@H](CO)O1	-6	9	0	3	/	3	-3	-3	5	-7
CC(=O)Nc1cccc(-c2ccnc3c2CC(C)(C(=O)NCC2CC2)O3)c1 (stereo unspecified)	4	-3	-1	-4	/	-1	4	9	4	3
Cc1ccc(C(=O)NN=CC(=O)c2ccccc2)c(C)c1	0	3	2	-5	-11	3	-2	-1	0	-5
CC(=O)Nc1ccc(S(=O)(=O)NCC2CCC(C(=O)N3CCCCC3)CC2)cc1 (stereo unspecified)	4	-1	-2	-9	8	2	8	5	-2	-12
COc1ccccc1C(=O)COC(=O)c1ccc(-n2cnnn2)cc1	-1	1	6	-1	-15	0	9	3	-6	-19
O=C(Nc1ccc2c(c1)OCCO2)c1c[nH]c(=O)n(-c2ccc(F)c(Cl)c2)c1=O	-4	-1	22	4	0	-5	1	-2	2	-1
O=c1sc(N2CCN(c3ccccc3F)CC2)nc2ccsc12	-1	-4	2	-10	7	0	0	-1	8	-4
O=C(Cn1nnc2ccccc2c1=O)NCC1CCC(C(=O)O)CC1 (stereo unspecified)	6	-3	-1	-1	-3	1	-3	1	-5	7
CC12CS(=O)(=O)CC1SC(=S)N2Cc1ccccc1 (stereo unspecified)	3	-6	-1	-2	-3	-6	1	1	-5	3
CCOc1ccc(N=Cc2c(O)c3ccccc3oc2=O)cc1	0	-2	-2	7	-2	5	0	4	-5	5
CCOc1ccccc1NC(=O)COn1nnc2ccc(Cl)cc21	5	-7	-7	-1	-7	-7	-2	-1	2	-3
CC(C)C(=O)Nc1nnc(-c2ccco2)s1	3	4	-4	-2	/	0	2	-2	0	1
S=C(NCCc1ccccc1)N1CCOCC1	0	3	1	7	4	-2	-2	-3	-2	0
C[C@H]1CNC(=O)c2c(C(=O)NC3CCN(C(=O)OC(C)(C)C)CC3)ncn21	3	1	-2	6	/	-3	-4	1	-3	3
O=C1CCCS(=O)(=O)c2ccccc21	-1	1	-8	5	2	4	-1	-1	7	-5
CC(C)(C)NS(=O)(=O)c1ccc(NC(=O)c2cc(-c3ccccc3)nc3ccccc23)cc1	-2	-4	6	-3	0	-5	0	0	4	-8
C/C(CC(=O)Nc1ccc(Cl)cc1Cl)=N\NC(N)=S	-3	3	4	-4	-4	-2	6	1	-7	5
O=C1Nc2cc(Cl)c(Cl)cc2N(O)N1c1cccc(Cl)c1	4	-2	-2	-6	-4	4	1	0	-1	0
O=C(c1cccs1)N1C(=O)c2cccc3cccc1c23	2	-4	4	-16	26	3	5	0	-5	1
CCOC(=O)[C@]12CCCC=C1N(Cc1ccc(OC)cc1)C(=O)[C@@H]2CC(=O)N1CCCCC1	-6	1	-1	8	/	0	1	-2	/	4
C/C(=N\OCC(=O)Nc1ccccc1Br)c1cccs1	-4	-2	4	-3	-15	1	0	7	-1	5
CCN1C(=O)[C@H]2[C@@H](c3ccc(-c4cc(C(C)=O)cs4)cc3)N[C@@](Cc3ccccc3)(C(=O)OC)[C@H]2C1=O	5	-1	6	0	1	-1	2	1	-7	5
COc1cccc(CNC(=O)CN2CCC(c3nc4ccc(C)cc4[nH]3)CC2)c1	-3	6	-5	-1	2	1	-1	-2	2	0
CCCCCN(C(=O)NC(=O)Nc1ccc(C)cc1C)S(C)(=O)=O	-2	1	2	0	-2	-1	0	-1	6	0
CCC(C(=O)NC1CCCC1)N(C(=O)Cn1nnc(-c2ccc(C)o2)n1)c1ccc(OC)cc1 (stereo unspecified)	-4	-2	1	2	-4	0	-2	-1	0	-2
O=C(Nc1cccnc1)c1cc2nc(C3CC3)cc(C(F)(F)F)n2n1	2	-6	0	-1	-1	1	-4	-1	-5	-4
CCOc1ccc(/C=N/NC(=O)c2nnn(-c3nonc3N)c2COc2ccc(F)cc2)cc1	-1	-3	3	-3	-1	-4	0	0	-1	3
COc1ccc2nc(NC(=S)NC(=O)c3ccco3)sc2c1	-1	-1	8	-3	3	6	4	4	-1	2
CS(=O)(=O)N1CCN(c2cnn(-c3ccccc3)c(=O)c2Cl)CC1	0	0	-1	-5	3	4	2	0	10	-1
Cc1cc(C(=O)CCl)c(C)n1CCc1ccc(Cl)cc1	1	-1	-4	4	-4	-21	-1	2	-2	-1
CC(C)C(=O)Nc1nc2c(ncn2C2CC(O)C(CO)O2)c(=O)[nH]1 (stereo unspecified)	-2	-6	3	6	0	7	-1	0	1	4
CCCCn1c(N)c(N(CC)C(=O)c2ccccc2F)c(=O)[nH]c1=O	2	-1	2	0	2	-1	-2	3	0	-7
CC1=CC(C)C2C(=O)N(c3ccccc3)C(=O)C2C1 (stereo unspecified)	-9	2	-2	1	-5	-2	-5	3	4	-7
CCC(C(=O)NC1CCCC1)N(Cc1ccco1)C(=O)Cn1nnc(-c2ccc(C)cc2)n1 (stereo unspecified)	-3	-1	-3	-2	-5	-2	-3	-1	9	-2
Cc1nc2sccn2c(=O)c1S(=O)(=O)Nc1ccc(N2CCN(C(=O)C(C)C)CC2)cc1	3	3	4	-4	6	-7	-5	2	3	-11
Cc1sc2nc(CSCC(=O)Nc3c(Cl)cccc3Cl)[nH]c(=O)c2c1C	9	0	8	-64	-14	-4	13	5	-11	-42
CC(=O)Nc1cccc(NC(=O)CSc2nnnn2Cc2ccccc2)c1	-1	3	0	0	-2	-1	-1	1	10	-1
O=C(Nc1nc(-c2cc(Cl)sc2Cl)cs1)c1ccccc1	3	-6	11	-76	-81	12	-2	-2	-2	-44
CSc1nnc(N2C(=O)C(O)=C(C(=O)c3ccco3)C2c2ccccc2F)s1 (stereo unspecified)	-5	-4	7	0	1	2	17	-19	0	1
CC(C)(C)c1ccc(Oc2ccc(N)cc2)cc1	5	6	-7	6	13	0	1	2	6	7
NC(=O)CSc1nnc(-c2ccc3c(c2)OCO3)o1	2	-1	-1	-3	/	-2	-2	3	-4	7
COc1ccc(C2=NOC(COc3ccc4c(C)cc(=O)oc4c3)C2)c(OC)c1 (stereo unspecified)	-3	-2	3	-3	/	-8	5	4	-3	5
CC(=O)c1cc2c(cc1NC(=O)C1CN(C(C)=O)c3ccccc3O1)OCO2 (stereo unspecified)	1	0	5	3	8	-8	3	0	-9	4
Fc1cccc(Cl)c1CSc1nnc(COc2cccc3cccnc23)o1	-6	3	-7	0	-15	0	0	-3	-2	-6
Cc1cc(O)c(-c2cc(C(=O)NCCc3ccc(S(N)(=O)=O)cc3)[nH]n2)cc1C	-2	0	16	2	-11	-3	2	-1	5	-4

Exported as labelled records: part of the list above.
structure: NC(=O)CSc1nnc(-c2ccc3c(c2)OCO3)o1
  MBD2 DNA inh: 2	NPR2 activator: -1	rCAG RNA binder: -1	SIAE primary: -3	HTRA1 inhibitor: /	GC-A act: -2	PRMT1 inh: -2	UHRF1 MBD2 ctr: 3	TCR CD3 inh: -4	ABHD4 inh: 7
structure: COc1ccc(C2=NOC(COc3ccc4c(C)cc(=O)oc4c3)C2)c(OC)c1 (stereo unspecified)
  MBD2 DNA inh: -3	NPR2 activator: -2	rCAG RNA binder: 3	SIAE primary: -3	HTRA1 inhibitor: /	GC-A act: -8	PRMT1 inh: 5	UHRF1 MBD2 ctr: 4	TCR CD3 inh: -3	ABHD4 inh: 5

(continued)
SMILES	MBD2 DNA inh	NPR2 activator	rCAG RNA binder	SIAE primary	HTRA1 inhibitor	GC-A act	PRMT1 inh	UHRF1 MBD2 ctr	TCR CD3 inh	ABHD4 inh
O=C(Cc1ccccc1)Nc1cccc(N2C(=O)C=CC2=O)c1	2	17	8	-7	-8	17	96*	2	4	6
Clc1ccc(Nc2ncn[nH]2)cc1	-2	-2	2	5	0	3	-1	-2	11	-3
O=C(Nc1ccccc1OC(=O)c1ccccc1)c1ccccc1	5	-5	-4	4	13	-6	-3	-2	9	-1
CCOC(=O)C1=C(C)Nc2nc3ccccc3n2C1c1cccs1 (stereo unspecified)	1	4	-6	-9	0	-5	-1	1	4	5
CCS(=O)(=O)N1CCC(C(=O)NCCN2CCN(Cc3ccccc3)CC2)CC1	-6	-1	-6	-2	5	3	-5	-1	3	9
Cc1ccc(C(c2sc3ncnn3c2O)N2CCC(C)CC2)cc1 (stereo unspecified)	-1	-3	2	1	1	0	1	3	-7	-3
O=C(NNC(=O)C1CCN(Cc2ccccc2)CC1)c1cccs1	0	4	-1	2	1	0	0	-2	2	4
O=[N+]([O-])c1cc(/C=N/N2CCOCC2)cs1	0	-4	2	12	4	-3	-4	-2	-1	0
O=C(NCc1ccc2c(c1)OCO2)c1ccco1	-2	4	2	10	-8	4	-4	-1	3	3
C=CCC1(CC=C)CC(Cc2cnccn2)N(C(=O)OC(C)(C)C)C1 (stereo unspecified)	7	-1	-3	11	2	-2	0	1	-5	-2
CC(OC(=O)CSCC(=O)Nc1ccc(Cl)cc1)C(=O)N(C)Cc1ccccc1 (stereo unspecified)	0	-8	-5	4	-7	-7	0	2	6	0
Cc1cccnc1NC1(C(F)(F)F)N=C(c2ccccc2)NC1=O (stereo unspecified)	3	-2	-4	-6	1	2	-1	0	-3	3
O=C1NC[C@H](CCCCN2C[C@@H](Cc3ccccc3)N(CC3CCCCC3)C(=O)C2=O)N(CCC2CCCCC2)C1=O	-5	-11	3	-2	/	1	1	1	6	7
